# WRN inhibitor: WRN helicase (human) inhibition; WRN helicase unwinding, fluorescent forked duplex, kinetic; Potency, µM (doses to about 114 µM), without a hit: at the top dose activity change, negative = inhibition, usual class: inhibitors; 360,000 compounds, 0.46% hits; AID 651768; further: potency means the concentration at half of the fitted maximal effect; on the % scale 0 is the no-effect control and ±100 the full control effect; nearly all actives have a fitted effect of over 55% in size
# Target sequence (Q14191 whole entry, looked up): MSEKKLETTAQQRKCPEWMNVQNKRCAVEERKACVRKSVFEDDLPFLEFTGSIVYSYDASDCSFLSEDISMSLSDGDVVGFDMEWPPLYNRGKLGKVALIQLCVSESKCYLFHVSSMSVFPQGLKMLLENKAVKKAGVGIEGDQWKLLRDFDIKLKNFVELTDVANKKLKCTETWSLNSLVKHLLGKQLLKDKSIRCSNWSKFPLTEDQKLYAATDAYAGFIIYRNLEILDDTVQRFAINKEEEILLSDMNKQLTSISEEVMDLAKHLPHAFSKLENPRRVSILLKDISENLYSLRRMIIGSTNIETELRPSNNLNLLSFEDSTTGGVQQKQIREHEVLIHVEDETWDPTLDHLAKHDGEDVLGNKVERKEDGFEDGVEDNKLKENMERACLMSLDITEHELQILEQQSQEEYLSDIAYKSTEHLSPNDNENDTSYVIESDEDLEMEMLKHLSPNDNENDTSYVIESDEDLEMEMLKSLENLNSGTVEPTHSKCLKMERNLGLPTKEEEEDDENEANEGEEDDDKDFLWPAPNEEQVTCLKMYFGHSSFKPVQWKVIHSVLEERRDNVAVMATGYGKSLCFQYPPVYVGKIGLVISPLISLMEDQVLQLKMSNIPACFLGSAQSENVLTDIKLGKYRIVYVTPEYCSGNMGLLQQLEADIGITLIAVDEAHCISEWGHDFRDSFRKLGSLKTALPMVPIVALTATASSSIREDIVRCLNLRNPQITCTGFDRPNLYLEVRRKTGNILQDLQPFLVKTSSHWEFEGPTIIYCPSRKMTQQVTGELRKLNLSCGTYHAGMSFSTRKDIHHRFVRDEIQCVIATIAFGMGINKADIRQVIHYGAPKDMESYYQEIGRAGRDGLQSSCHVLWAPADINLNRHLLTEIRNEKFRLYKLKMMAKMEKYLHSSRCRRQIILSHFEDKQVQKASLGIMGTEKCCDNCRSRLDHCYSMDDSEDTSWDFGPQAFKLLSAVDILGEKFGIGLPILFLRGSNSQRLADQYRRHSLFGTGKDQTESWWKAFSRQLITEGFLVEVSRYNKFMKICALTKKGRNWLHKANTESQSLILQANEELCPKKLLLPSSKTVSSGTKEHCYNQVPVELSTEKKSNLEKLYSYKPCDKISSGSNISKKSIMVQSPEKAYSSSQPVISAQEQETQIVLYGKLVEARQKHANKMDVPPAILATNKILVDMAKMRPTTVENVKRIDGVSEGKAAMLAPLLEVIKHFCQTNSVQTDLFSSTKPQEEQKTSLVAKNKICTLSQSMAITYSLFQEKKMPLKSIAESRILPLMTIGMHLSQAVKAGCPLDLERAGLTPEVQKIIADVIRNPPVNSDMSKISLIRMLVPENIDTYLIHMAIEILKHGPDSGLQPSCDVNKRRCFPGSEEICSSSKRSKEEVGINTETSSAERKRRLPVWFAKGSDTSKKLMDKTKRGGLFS
#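 WRN at 20 nM final preincubated with compound 15 min at room temperature; reaction started with 100 nM fluorophore/quencher forked duplex oligonucleotide and 2 mM ATP final. Unwinding followed kinetically by red fluorescence (ex 525, em 598 nm).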
# EPAC2 antagonist: EPAC2 (human) antagonism. Q8WZA2. EPAC2 GEF exchange of Rap1B-BODIPY-GDP, fluorescence. Potency, µM (series often up to 114 µM), for inactives: at the top dose activity, negative = inhibition, hits mostly inhibitors. 360,000 compounds, 0.18% hits; further: potency means the concentration at half of the fitted maximal effect; on the % scale 0 is the no-effect control and ±100 the full control effect; nearly all actives have a fitted effect of over 45% in size; many of its hits are not listed in these tables
# PI5P4K alpha inh: blocks human PI5P4K alpha kinase activity; PI5P4Kalpha enzyme, ADP-Glo luminescence, 60 min; hits give low values; max response, %; 330,000 compounds, 1.2% hits; active means max response of -50% or lower; inconclusive means between -30% and -50%; inactive means -30% or higher; further: value at the top dose of about 77 µM; on the % scale 0 is the no-effect control and ±100 the full control effect
#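 Luminescence from ADP-Glo served as readout of PI5P4Kalpha activity in a qHTS format. Reaction: enzyme, substrate, compound, ATP at 5 microM final, 60 min at RT.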
# EPAC1 antagonist: antagonists of human EPAC1; AID 720709; O95398; Potency, µM (titrated, usually from 115 µM), inactives show at the highest dose activity change, negative = inhibition, actives largely listed as inhibitors; EPAC1 GEF assay, Rap1b-BODIPY-GDP exchange fluorescence; 360,000 compounds, 0.14% hits;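 further: potency means the concentration at half of the fitted maximal effect; plate controls were vehicle for no effect and positive control for full effect; nearly all actives have a fitted effect of over 50% in size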
# CCT modulator: modulators of cytosolic chaperonin (CCT/TRiC) activity | purified chaperonin ATPase assay, HTRF ADP detection, 30 min | activity change, % (test concentration not listed), hits read low | 360,000 compounds, 0.3% hits | AID 651819; in the data active means activity change below about -30%; further: on the % scale 0 is the no-effect control and ±100 the full control effect
#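 Nucleotide hydrolysis assay: TRiC at 20–40 nM final (set by batch activity) with 10 uM ATP, 30 min at 37 °C, in presence of 76 uM compound. Detection by competitive ADP HTRF, 30 min ambient.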
# EPAC1 ag: agonists of human EPAC1; AID 720707; 360,000 compounds, 0.073% hits; EPAC1 agonist qHTS, biochemical assay; response scale: 100% = response to 6.5 mM cAMP; Potency, µM (series often up to 154 µM), without a hit: top-dose activation, most hits filed as activators; O95398; further: potency means the concentration at half of the fitted maximal effect; nearly all actives have a fitted effect of over 60% in size
#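 Read-out is the fluorescence drop as BODIPY-GDP leaves Rap1B (480 nm excitation, 540 nm emission), recorded every 5 minutes over 30 minutes. Reactions held 100 nM EPAC1, 250 nM Rap1B–BODIPY-GDP and 50 uM GDP, with 6.5 mM cAMP setting full activation.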
# PLK1 PBD inh: blocks phosphopeptide binding to human PLK1 polo-box domain; P53350; Plk1 PBD binding of FITC phosphopeptide, fluorescence polarization; 360,000 compounds, 2.8% hits; AID 720504; Potency, µM, for the others: max response, negative = inhibition, usual class: inhibitors; further: potency means the concentration at half of the fitted maximal effect; series mostly up to about 57 µM; on the % scale 0 is the no-effect control and ±100 the full control effect; nearly all actives have a fitted effect of over 65% in size
# Mm-Cpn inhibitor: M. maripaludis TRiC chaperonin inhibition | purified Mm-Cpn ATPase, ADP Transcreener TR-FRET | Potency, µM (highest dose often 76.9 µM), for the others: top-dose activity, negative = inhibition, actives largely listed as inhibitors | 330,000 compounds, 0.031% hits | AID 504842; further: potency means the concentration at half of the fitted maximal effect; on the % scale 0 is the no-effect control and ±100 the full control effect; nearly all actives have a fitted effect of over 80% in size
#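 Compound-treated chaperonin, 25 nM final, turns over 10 uM ATP at 37°C for 30 min following a 10 min preincubation; ADP generated competes with ADP-d2 for Eu-cryptate antibody, lowering FRET.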
# An asterisk follows results filed as active; ? = inconclusive; nt = no result given; [ ] = remark or other dose. Unless noted, the call rests on the fitted dose curve; in most records, active means well fitted curve in the direction sought with a large enough effect; inconclusive means small, poorly fitted or top-dose-only effect, or another doubt; inactive means no such curve, though single readings can be large; an effect the other way counts as inactive or inconclusive. Some of the compounds tested; rates above refer to the full screens.
SMILES,WRN inhibitor,EPAC2 antagonist,PI5P4K alpha inh,EPAC1 antagonist,CCT modulator,EPAC1 ag,PLK1 PBD inh,Mm-Cpn inhibitor
O=C(CSc1n[nH]c(-c2cccs2)n1)N1CCN(S(=O)(=O)c2ccccc2)CC1,-7%,-8%,-4,-15%,-0.4,9%,2%,-7%
O=C(CSc1n[nH]c(-c2ccc(S(=O)(=O)N3CCCCC3)cc2)n1)Nc1nccs1,-12%,2%,nt,7%,3.2,13%,-9%,1%
COc1ccc(-c2cn3c(C)c(C(=O)N4CCN(c5ccccc5F)CC4)sc3n2)cc1,-3%,7%,-6,-10%,-11,17%,0%,-2%
Cc1ccccc1OCCC(=O)OCC(=O)Nc1ccc2[nH]c(=O)[nH]c2c1,-3%,-1%,11,2%,-1.2,8%,-6%,-1%
CSc1ccccc1NC(=O)c1onc(C)c1Cl,7%,8%,-3,-8%,-4.5,-22%,-11%,1%
CS(=O)(=O)N(Cc1ccc(C(=O)NC2CCCCC2O)cc1)c1ccccc1 (stereo not drawn),2%,-3%,-5,5%,-1.3,6%,-1%,0%
COc1ccc(S(=O)(=O)N2CCCOC2CNC(=O)C(=O)NCCCN2CCOCC2)cc1 (stereo not drawn),-31%,-21%,4,-21%,-2.7,13%,-13%,2%
O=C(C1CCN(S(=O)(=O)c2cnc[nH]2)CC1)N1CCN(Cc2ccc3c(c2)OCO3)CC1,8%,4%,?,-11%,-1.7,14%,3µM*,1%
Cc1onc(-c2c(F)cccc2Cl)c1C(=O)Nc1sc2c(c1C(N)=O)CCC2,-24%,-4%,nt,-8%,1.8,24%,-6%,-3%
COc1ccc(NC(=O)CN(C)C(=O)c2cccc(-n3cccc3)c2)cc1,45µM*,0%,-62*,?,0.8,-4%,?,-1%
O=C(Cc1ccc(-c2ccccc2)cc1)NCCN1CCOCC1,1%,3%,2,8%,-2.4,6%,-24%,0%
O=C(OCC(=O)N1CCCCCC1)c1cccc(Cl)c1,-4%,2%,-1,-10%,0.9,-6%,0%,-2%
O=C(c1ccc(Cl)cc1)c1cnc(Nc2ccccc2)s1,6%,-7%,nt,-4%,0.7,5%,-14%,0%
CCCCn1c(O)c(N=NC(=O)c2ccccc2NS(=O)(=O)c2cccs2)c2ccccc21,-23%[57.1 µM],9%,?,-12%,-1.2,6%,-9%,1%
Fc1ccc(N2CCN(c3nc(-c4ccco4)cc(C(F)(F)F)n3)CC2)cc1,-4%,-3%,13,-1%,-4.0,7%,-6%,-4%
COCCNC(=O)Cn1ccc2cc(S(=O)(=O)N3CCCCC3)ccc21,-3%,5%,1,-6%,0.0,4%,-9%,-1%
COc1ccc(OCCN2CCCC2)cc1Nc1nnc(Cl)c(Nc2ccccc2S(C)(=O)=O)n1,-4%,-10%,1,-13%,-4.2,-11%,-15%,nt
COc1ccc(CCNC(=O)c2ccccc2)cc1,-3%,-1%,10,-10%,0.1,1%,8%,2%
O=C(c1cc(Cl)ccc1Cl)N1CCOCC1,-1%[57.1 µM],3%,nt,8%,-2.2,-6%,-2%,0%
O=S(=O)(c1cc(F)cc(F)c1)N1CCN(c2ncccn2)CC1,4%,1%,3,-10%,-3.0,-7%,-4%,2%
Cc1ccccc1N1Cc2ccccc2C1,-14%,16%,-10,-3%,1.2,-11%,-5%,-2%
CCc1cc(=O)oc2cc(OCC(=O)N3CCC(C(=O)O)CC3)ccc12,3%,-10%,1,9%,1.3,-27%,-4%,-15%
CCCCCCNCC1OCc2ccccc2CO1,-8%,5%,3,-4%,-4.1,4%,4%,1%
O=C(NCCCN1CCOCC1)C1CCN(S(=O)(=O)c2c(Cl)cccc2Cl)CC1,-2%,0%,2,-14%,0.3,10%,-3%,-1%
Cc1cc(C)n2nc(-c3ccco3)nc2n1,-8%,6%,6,-24%,-5.9,3%,-7%,-8%
SMILES,WRN inhibitor,EPAC2 antagonist,PI5P4K alpha inh,EPAC1 antagonist,CCT modulator,EPAC1 ag,PLK1 PBD inh,Mm-Cpn inhibitor
CCCn1ncc([C@@H]2C[C@H]3CN(Cc4cccc(Cl)c4)C(=O)[C@]34CCCN24)c1C,-8%,7%,-7,0%,-0.8,-3%,10%,-2%
CCn1c(=NC(=O)CS(=O)(=O)c2ccc(C)cc2)sc2cccc(OC)c21,-7%,-2%,2,6%,-1.0,16%,1%,-26%
O=C(CCN1c2ccccc2Sc2ccccc21)Oc1ccccc1,-7%,-3%,16,13%,-4.7,15%,-9%,-13%
Cc1nnc(SCCn2c(N3CCCC(C)C3)nc3c2c(=O)[nH]c(=O)n3C)s1 (stereo not drawn),-1%,11%,nt,17%,0.1,4%,-5%,1%
O=C(c1ccc(CN2CCOCC2)cc1)N1CCN(Cc2ccccc2)CC1,8%,0%,-2,2%,0.0,0%,-4%,0%
O=C1NC[C@@H](Cc2cccc3ccccc23)N(CCC23CC4CC(CC(C4)C2)C3)C1=O,5%,11%,3,-2%,-0.5,0%,-11%,0%
CCC(C)NC(=O)CN(C)S(=O)(=O)c1ccc2c(c1)c(=O)n(C)c(=O)n2C (stereo not drawn),-5%,4%,1,-14%,-4.6,0%,4%,2%
O=C(OC1CCOC1=O)c1cccc(S(=O)(=O)N2CCc3ccccc3C2)c1 (stereo not drawn),4%,-3%,-7,-9%,-4.4,7%,-22%,-2%
COc1cccc(NC(=O)c2ccc(OC(F)(F)F)cc2)c1,0%,5%,-3,-10%,0.5,-26%,7%,1%
Cc1ccccc1N(C(=O)CCC(=O)Nc1ccccn1)C(C(=O)NC(C)C)c1ccc(O)cc1 (stereo not drawn),-21%,4%,-7,-15%,0.3,-5%,-9%,1%
O=C(c1ccccc1)N1N=C(c2ccc(F)cc2)CC1(O)C(F)(F)F (stereo not drawn),-8%,?,0,-22%,0.1,0%,-23%,0%
O=C(COC(=O)c1cc([N+](=O)[O-])ccc1N1CCOCC1)Nc1ccc(Cl)cn1,-18%,7%,0,3%,-2.5,-4%,-6%,0%
Cc1ccc(-n2nnc3c(=O)n(CC(=O)N4CCCC4)cnc32)cc1,3%,2%,nt,10%,-0.2,6%,-2%,-3%
O=C(O)CCC(=O)N1CCN(c2nc(-c3ccccc3)c3cc(Br)ccc3n2)CC1,-7%[57.1 µM],-8%,8,-14%,-4.5,-1%,-16%,-9%
COC(=O)c1cc(NC(=O)C2CC2)cc(C(=O)OC)c1,-17%,-1%,0,5%,-12,-4%,-2%,-2%
CCN(CC)c1ccc(N)cc1,-15%,-14%,-6,0%,-0.8,6%,4%,0%
CN1C(=O)S/C(=C\c2ccc(-n3cncn3)cc2)C1=O,-8%,-6%,1,-5%,1.4,7%,-10%,2%
CC(C)C1C(=O)N(Cc2cn(CCC3OCCO3)nn2)CCS(=O)(=O)N1Cc1ccc(-c2ccc(Cl)c(Cl)c2)cc1 (stereo not drawn),-5%,0%,13,-25%,0.2,3%,-17%,nt
CC(C)CCn1c(=O)c2ccccc2n2c(CCC(=O)NCC3CCCO3)nnc12 (stereo not drawn),-2%,10%,0,7%,1.4,12%,?,-2%
COc1cc(-c2cc3nc(NCCN(C)C)ccn3n2)cc(OC)c1OC,-14%,20%,-7,-19%,-1.7,-4%,-9%,nt
O=C(C1CCC(CNS(=O)(=O)c2cccc3cccnc23)CC1)N1CCc2ccccc21 (stereo not drawn),5%,-2%,4,-2%,-4.2,0%,-8%,-1%
Cc1ccc(CSCC(=O)Nc2ccc(F)cc2)cc1,-1%[57.1 µM],4%,2,-4%,0.6,-3%,-16%,1%
O=C(CCN1CCCCC1=O)NC1CCCc2c1cnn2-c1ccccc1F (stereo not drawn),2%,2%,-2,16%,0.0,-4%,-28%,3%
N#Cc1ccc(OCC(=O)N2CCN(c3ccc(C(F)(F)F)cn3)CC2)cc1,-4%,19%,-3,5%,0.1,-14%,2%,-1%
COc1ccc(/C=C/C(=O)N(C)C2CCS(=O)(=O)C2)cc1OC (stereo not drawn),2%,2%,9,3%,0.2,5%,-5%,-2%
SMILES,WRN inhibitor,EPAC2 antagonist,PI5P4K alpha inh,EPAC1 antagonist,CCT modulator,EPAC1 ag,PLK1 PBD inh,Mm-Cpn inhibitor
CC(C)NC(=O)COC(=O)c1cc(F)c(F)cc1Cl,-12%,-16%,-7,-6%,0.6,-4%,-7%,1%
Nc1nc(SC2c3cccc4cccc(c34)C2NS(=O)(=O)c2ccccc2)n[nH]1 (stereo not drawn),-16%,-13%,4,-5%,0.2,6%,-24%,-2%
CCc1ccc(NC(=O)Cn2c3[n+](c4c(F)c(F)ccc42)CCCCC3)cc1,6%,3%,-2,20%,-0.5,-3%,-4%,1%
COc1cc([N+](=O)[O-])ccc1NC(=O)CCCOc1cccc(C)c1,-10%,-9%,20,0%,1.1,26%,-4%,0%
O=C(NC1CCS(=O)(=O)C1)c1ccc(N2CCCCC2)c([N+](=O)[O-])c1 (stereo not drawn),9%,-2%,-4,-1%,0.1,-4%,1%,-1%
CCC(C)NC(=O)CSc1nnc(-c2ccc(C(C)(C)C)cc2)n1C (stereo not drawn),-1%,2%,nt,-3%,-3.2,5%,-8%,2%
Cc1ccc(S(=O)(=O)N(C)C)cc1NC(=S)NC(C)CCCC(C)C (stereo not drawn),?,-16%,5,?,-1.4,-29%,-4%,-6%
O=C(CSc1nnc(SCC(=O)c2ccco2)s1)c1ccco1,?,7%,-62*,-4%,1.2,8%,17µM*,2%
C=CCNC(=O)c1ccc2c3n(nc2c1)-c1ccc(C)cc1CO3,-8%,-14%,-4,-17%,-8.3,-20%,-8%,-5%
CCCCc1nc2sc3c(=O)n(N)cnc3c2c2c1CCC2,2%,9%,1,21%,-2.4,-3%,3%,0%
CC(O)CNCCOc1cccc(Oc2ccccc2)c1 (stereo not drawn),0%,-2%,-6,-12%,0.5,5%,0%,1%
COc1cccc(NC(=O)CSc2cccc[n+]2[O-])c1,13%,2%,2,-2%,0.5,-7%,-1%,0%
CCOc1cc(C2C(C#N)=C(N)Oc3cc(N)ccc32)ccc1O (stereo not drawn),-13%,3%,-29,-8%,-17,-1%,4%,-21%
Clc1ccc(-c2cn3c(n2)SCC3)cc1,-5%,-11%,2,12%,1.4,4%,-7%,-2%

# Taken from the listing for reference:
SMILES,WRN inhibitor,EPAC2 antagonist,PI5P4K alpha inh,EPAC1 antagonist,CCT modulator,EPAC1 ag,PLK1 PBD inh,Mm-Cpn inhibitor
CC(C)NC(=O)COC(=O)c1cc(F)c(F)cc1Cl,-12%,-16%,-7,-6%,0.6,-4%,-7%,1%
Nc1nc(SC2c3cccc4cccc(c34)C2NS(=O)(=O)c2ccccc2)n[nH]1 (stereo not drawn),-16%,-13%,4,-5%,0.2,6%,-24%,-2%
CCc1ccc(NC(=O)Cn2c3[n+](c4c(F)c(F)ccc42)CCCCC3)cc1,6%,3%,-2,20%,-0.5,-3%,-4%,1%
